Screens: PubChem BioAssay, National Center for Advancing Translational Sciences (NCATS)
KB-V1 cytotox: kills drug-selected multidrug resistant KB-V1 cells; Potency, µM (top dose mostly 46.1 µM), for inactives: at the highest dose activity change, negative = cytotoxicity, actives largely listed as cytotoxic; KB-V1 MDR cells viability, CellTiter-Glo, 72 h; AID 1347076; 400,000 compounds, 3.4% hits; further: potency means the concentration at half of the fitted maximal effect; on the % scale 0 is the no-effect control and ±100 the full control effect; nearly all actives have a fitted effect of over 60% in size
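Following 72 h at 37 degrees C with compound, KB-V1 cell viability was read by CellTiter-Glo luminescence, medium being phenol-red-free DMEM plus 10% FBS; concentration-response parameters came from normalized, curve-fitted qHTS data.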
SW480 rerep: inducers of DNA re-replication in SW480 colon cancer cells; Potency, µM (highest dose often 46.1 µM), for the others: at the highest dose re-replication activation, actives largely listed as activators; 340,000 compounds, 1.8% hits; SW480 DNA re-replication, Hoechst DNA content imaging, 48 h; further: potency means the concentration at half of the fitted maximal effect; % of control where 0% means no effect; nearly all actives have a fitted effect of over 55% in size
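Per well, 250 cells were exposed to pinned compound for 48 hr. Nuclear DNA was visualised with Hoechst (40 min, 37 C) and total object intensity recorded by fluorescence scanning.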
HT1080NT lethal: kills 2HG-producing HT-1080-NT fibrosarcoma cells. HT-1080-NT fibrosarcoma viability, CellTiter-Glo ATP luminescence, 48 h. Potency, µM (doses to about 46.1 µM), for the others: top-dose activity, negative = less viability, usual class: cytotoxic. 360,000 compounds, 1.6% hits. AID 686970;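 further: NT is the 2HG producing partner of a matched IDH1 knockdown line; potency means the concentration at half of the fitted maximal effect; 0% = DMSO-treated cells and -100% = media-only wells without cells; nearly all actives have a fitted effect of over 55% in size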
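Toxicity toward the 2HG-producing NT line was scored as %Activity, normalised to DMSO and no-cell wells, from CellTiter-Glo luminescence after 48 hours' treatment.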
S2 tox: viability counter-screen for ATXN expression inhibitors; S2 cells (HEK-293 line with an ATXN2-luciferase reporter) viability, CellTiter-Fluor protease fluorescence, 24 h; Potency, µM (top dose mostly 56.7 µM), hits mostly cytotoxic; 400,000 compounds, 0.49% hits; AID 651635; further: potency means the concentration at half of the fitted maximal effect; nearly all actives have a fitted effect of over 40% in size
KB-3-1 cytotox: KB-3-1 parental cell cytotoxicity | KB-3-1 viability, CellTiter-Glo ATP luminescence, 72 h | Potency, µM (doses to about 46.1 µM), for the others: top-dose activity change, negative = cytotoxic, most hits filed as cytotoxic | 400,000 compounds, 1.4% hits; further: potency means the concentration at half of the fitted maximal effect; on the % scale 0 is the no-effect control and ±100 the full control effect; nearly all actives have a fitted effect of over 60% in size
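Using CellTiter-Glo luminescence, growth of non-resistant KB-3-1 adenocarcinoma cells is assessed 72 h after pin-tool compound addition at 37 °C. Normalized responses across the concentration series yield fitted curves.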
MCF10A rerep: DNA re-replication induction in MCF 10a cells; MCF 10A DNA re-replication, Hoechst nuclear intensity, 48 h; Potency, µM (doses to about 46.1 µM), without a hit: at the highest dose activity, positive = re-replication, actives largely listed as activators; 350,000 compounds, 2.9% hits; AID 624296; further: potency means the concentration at half of the fitted maximal effect; % of control where 0% means no effect; nearly all actives have a fitted effect of over 50% in size
IL1B secr inh: inhibitors of inflammasome signaling (IL-1 beta secretion); AID 743279; 360,000 compounds, 4.7% hits; activity change, % at 57.5 µM; THP-1 LPS/ATP IL-1B secretion, AlphaLISA, 16 h; stronger effect = lower value; in the data active means activity change below about -50%; inconclusive means mostly about -30% to -49%; further: on the % scale 0 is the no-effect control and ±100 the full control effect
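Secreted IL-1B measured by AlphaLISA bead assay after 16 h compound exposure of THP-1 cells; compounds (final up to 57.5 uM) added 1 h before LPS (250 ng/mL) and ATP (1.25 mM) stimulation; lower signal means less secretion.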
HT1080 IDH1KD tx: toxicity to HT-1080 IDH1 knockdown cells (counter line); HT-1080 IDH1 knockdown viability, ATP luminescence, 48 h; 360,000 compounds, 2% hits; Potency, µM (highest dose often 46.1 µM), for inactives: at the top dose activity, negative = toxicity, usual class: cytotoxic;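 further: potency means the concentration at half of the fitted maximal effect; 0% = DMSO wells and -100% = cell-free medium wells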
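Viability of IDH1-knockdown HT-1080 fibrosarcoma cells was assessed by CellTiter-Glo after 48 h at 37 °C with titrated compound; concentration-effect curves were classified by fit quality and response size.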
ATXN2 expr inh: ATXN2 expression inhibition; HEK-293 ATXN2-luciferase reporter, luminescence, 24 h; AID 1745845; Potency, µM (doses to about 57 µM), without a hit: at the highest dose activity change, negative = inhibition, hits mostly inhibitors; 360,000 compounds, 0.72% hits; further: potency means the concentration at half of the fitted maximal effect; on the % scale 0 is the no-effect control and ±100 the full control effect; nearly all actives have a fitted effect of over 55% in size
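ATXN2-luciferase reporter cells (luciferase flanked by upstream and downstream ATXN2 gene portions) were treated 24 h at 37 °C with compounds at up to 57 uM. SteadyGlo luminescence gave expression; GF-AFC fluorescence gave viability.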
An asterisk follows results filed as active; i = inactive; u = inconclusive; x = no result given; & = joins results of further samples; [ ] = dose if it differs, or a comment. Unless noted, the call rests on the fitted dose curve; in most records, active means well fitted curve in the direction sought with a large enough effect; inconclusive means small, poorly fitted or top-dose-only effect, or another doubt; inactive means no such curve, though single readings can be large; an effect the other way counts as inactive or inconclusive.

Values in the order: KB-V1 cytotox	SW480 rerep	HT1080NT lethal	S2 tox	KB-3-1 cytotox	MCF10A rerep	IL1B secr inh	HT1080 IDH1KD tx	ATXN2 expr inh
1) C=CCn1c(SC)nnc1-c1cccc([N+](=O)[O-])c1
→ u	-4%	11%	i	-12%	5%	-5	1%	8%
2) O=C(Nc1ccc(Br)cc1)c1cccc(NC(=O)C2C3CC4OC(=O)C2C4C3)c1 (centres undefined)
→ -3%	-8%	-1%	i	-2%	13%	11	0%	16%
3) Cc1ccc(N2C(=O)c3ccccc3C2(O)c2ccccc2)cc1 (centres undefined)
→ -4%	1%	-8%	i	0%	-1%	27	3%	3%
4) CCOC(=O)C1CCN(CCC(=O)Nc2ccccc2Cl)CC1
→ 5%&3%	-5%	-4%	i	4%&-3%	11%	-10	-2%	-3%&2%
5) CCc1ccc(C2c3[nH]c4ccccc4c3CCN2C(=O)c2cc[n+]([O-])cc2)cc1 (centres undefined)
→ 0%	u	u	i	u	u	13	u	x
6) CCOc1ccc2nc(SCC(=O)NNC(=O)c3ccco3)c(C)cc2c1
→ 0%	-9%	12%	i	u	9%	-2	-1%	-1%
7) COC(=O)c1ccc(COC(=O)c2cccn2C)o1
→ 22%	-5%	12%	i	-7%	-3%	17	12%	42%[activator]
8) CCN(c1ccc(C)cc1C)S(=O)(=O)c1nnc(NC(=O)C(C)C)s1
→ 6%	-4%	0%	i	6%	u	14	0%	0%
9) CCOc1cccc(CN2CCCC(C(=O)Nc3cccc(-n4cccn4)c3)C2)c1 (centres undefined)
→ x	6%	4%	u	x	-2%	-6	1%	-2%
10) CCCSc1nnc(CNC(=O)C23CC4CC(CC(C4)C2)C3)n1Cc1ccccc1
→ 12%	1%	-2%	i	5%	3%	-10	-12%	15%
11) CC(=O)NC(NC(=S)Nc1c(C)n(C)n(-c2ccccc2)c1=O)C(Cl)(Cl)Cl (centres undefined)
→ 0%	u	6%	i	5%	2%	0	4%	1%
12) CC(C)CC(=O)NC(=S)NNC(=O)c1cccc([N+](=O)[O-])c1
→ 7%	u	-16%	i	u	u	90	-27%	-37%
13) NS(=O)(=O)c1ccc(CNC(=O)/C=C/c2ccc(Cl)c(Cl)c2)cc1
→ -2%	-2%	8%	i	13%	18%	0	2%	9%
14) CC(C)=C1C2CCC1C(C(=O)Nc1cc(C)cc(C)c1)C2C(=O)O (centres undefined)
→ -16%	13%	-2%	i	-1%	0%	68	7%	14%
15) Cc1ccc(S(=O)(=O)N2CCCCC2)cc1C(=O)Nc1cccnc1
→ -10%	2%	-12%	i	u	5%	-10	0%	6%
16) C=CCNC(=S)N1CCC(C(=O)c2ccc(F)cc2)CC1
→ -8%	0%	4%	i	-1%	2%	14	-6%	-12%
17) CC(=O)Nc1ccc(OC(=O)Oc2ccc(NC(C)=O)cc2)cc1
→ u	-1%	7%	i	0%	2%	-2	7%	x
18) Cc1ccc(N2CC(C(=O)Nc3ccccn3)CC2=O)cc1 (centres undefined)
→ -22%	-5%	13%	i	11%	1%	5	13%	8%
19) CCN1c2ccccc2-c2nc3ccccc3n2C1c1ccccn1 (centres undefined)
→ -34%	-2%	-8%	i	-20%	2%	-17	-13%	-5%
20) CN(Cc1cccc(Cl)c1)C(=O)C1CSC2(C)CCC(=O)N12 (centres undefined)
→ -6%	3%	12%	i	5%	7%	15	16%	-3%
21) Cc1cccc(N2C(=O)CC(N3CCN(c4ccc(Cl)cc4)CC3)C2=O)c1 (centres undefined)
→ -1%	u	-11%	i	-12%	-6%	16	-19%	-16%
22) Nc1ncnc2c1ncn2[C@@H]1O[C@H](CNCc2ccc(OCC(=O)Nc3nccs3)cc2)[C@@H](O)[C@H]1O
→ 1%	-1%	-1%	i	4%	-29%	3	6%	0%
23) CC(Sc1nnc2c(n1)[nH]c1ccccc12)C(=O)N(C)C1CCCCC1 (centres undefined)
→ -50%	9%	-18%	u	-23%	u	-56*	-21%	u
24) O=C(COc1cccc(NC(=O)c2ccccc2)c1)c1ccccc1
→ 14%	12%	-2%	i	-13%	0%	-8	-16%	0%
25) Cc1c(Cl)cccc1N1CC(C(=O)Nc2nccs2)CC1=O (centres undefined)
→ 7%	-2%	5%	i	5%	0%	15	2%	-12%
26) CCCCCNC(=O)C(c1ccnc2ccccc12)n1c(=O)c(-c2ccccc2)nc2ccccc21 (centres undefined)
→ -20%	x	19%	x	-4%	x	30	18%	x
27) Cc1ccc(-c2nc(NC(=O)CSc3ccc4ccccc4n3)ns2)cc1
→ 1%	-2%	3%	i	-5%	13%	10	17%	8%
28) O=C(c1ccccc1)C1CCN(C(=O)Nc2ccccc2)CC1
→ -18%	-44%[inhibitor]	1%	i	-3%	u	6	-1%	4%
29) COCCNC(=O)c1c(N)n(-c2cccc(C)c2)c2nc3ccccc3nc12
→ 4%	13µM*	-28%	x	2%	18µM*	-53*	-28%	-11%
30) CCc1ccc(NC(=O)C2(C)Cc3ccccc3C(=O)O2)cc1 (centres undefined)
→ u	-4%	-13%	i	8%	-12%	0	-6%	18%

Complete entries, looked up by structure:
Cc1ccc(N2CC(C(=O)Nc3ccccn3)CC2=O)cc1 (centres undefined) as listed: KB-V1 cytotox = -22%; SW480 rerep = -5%; HT1080NT lethal = 13%; S2 tox = i; KB-3-1 cytotox = 11%; MCF10A rerep = 1%; IL1B secr inh = 5; HT1080 IDH1KD tx = 13%; ATXN2 expr inh = 8%
CCc1ccc(NC(=O)C2(C)Cc3ccccc3C(=O)O2)cc1 (centres undefined) as listed: KB-V1 cytotox = u; SW480 rerep = -4%; HT1080NT lethal = -13%; S2 tox = i; KB-3-1 cytotox = 8%; MCF10A rerep = -12%; IL1B secr inh = 0; HT1080 IDH1KD tx = -6%; ATXN2 expr inh = 18%

(more compounds)
Values in the order: KB-V1 cytotox	SW480 rerep	HT1080NT lethal	S2 tox	KB-3-1 cytotox	MCF10A rerep	IL1B secr inh	HT1080 IDH1KD tx	ATXN2 expr inh
31) Cc1ccc(C(=O)N/C(=C\c2cccs2)C(=O)N2CCCCCC2)cc1
→ -10%	1%	-4%	i	-11%	-2%	-11	-4%	1%
32) Cc1ccccc1NS(=O)(=O)c1ccc(C(=O)N2CCC2)cc1
→ u	0%	-3%	i	-1%	5%	-1	-6%	4%
33) CC1(c2ccc(OC(F)F)cc2)NC(=O)N(CC(=O)Nc2cccc(S(N)(=O)=O)c2)C1=O (centres undefined)
→ 22%	-18%	0%	i	-1%	0%	24	-10%	1%
34) COCCNC(=O)C1CCCN(C(=O)c2cncc(Br)c2)CC1 (centres undefined)
→ -4%	x	-1%	i	0%	x	3	10%	-3%
35) O=C(NCCCSc1ccccc1)c1cccnc1
→ 6%	-7%	1%	i	-6%	1%	54	1%	-4%
36) Cc1ccc(S(=O)(=O)N2[C@H](CC(=O)c3ccccc3)OC[C@@H]2C(C)C)cc1
→ u	x	-17%	x	u	x	1	-18%	x
37) Cc1ccnc2nc(C(=O)NCc3ccccc3)nn12
→ -4%	-3%	-1%	i	-17%	0%	-16	1%	17%
38) O=C(NCCNC(=O)c1ccccn1)c1ccc(F)cc1
→ 15%	13%	8%	i	-1%	0%	20	2%	0%
39) CC(C)COc1cccc(C(=O)Nc2ccc(-c3nc4ncccc4o3)cc2)c1
→ u	x	x	i	u	x	x	x	2%
40) COc1ccc(CN2COc3ccc4c(-c5ccccc5)cc(=O)oc4c3C2)cc1
→ 3%	x	x	u	-10%	x	x	x	0%
41) CCOc1ccccc1N1CCN(C(=O)CC(C)(C)C)CC1
→ -7%	u	10%	i	6%	-2%	22	10%	-1%
42) CNc1c(N=Cc2cccnc2)c(=O)n(C)c(=O)n1C
→ -20%	-56%[inhibitor]	-1%	i	-4%	5%	8	1%	2%
43) Oc1[nH]c2ccc(Br)cc2c1N=NC(=S)Nc1ccc(F)cc1
→ u	u	u	u	u	1%	-2	u	-30%
44) CCOc1ncccc1C(=O)Nc1cc(S(=O)(=O)N2CCCCC2)ccc1Cl
→ -8%	-4%	-3%	i	0%	4%	-5	-6%	3%
45) O=C(O)c1cc(N2N=C(C(F)(F)F)/C(=C/C=C/c3ccco3)C2=O)ccc1Cl
→ -5%	-14%	-4%	u	-2%	10%	16	-1%	-36%[11.3 µM]
46) Cn1c(=O)c2cn(-c3ccccc3)cc2n(C)c1=O
→ -6%	-5%[9.22 µM]	21%	i	0%	7%	u	1%	3%
47) COc1ccc(C(=O)NC2CCN(Cc3c(F)cccc3Cl)CC2)cc1OC
→ -25%	-13%	6%	u	-12%	-7%	34	-4%	x
48) CC1(C)NC(C)(C)c2nonc2/C1=N\O
→ 2%	-3%	2%	i	-13%	4%	-3	3%	4%
49) N#Cc1cccc(NC(=O)CNc2cc(S(=O)(=O)N3CCOCC3)ccc2N2CCCC2)c1
→ -7%	4%	-15%	i	1%	-5%	u	-2%	10%
50) O=C(NC1CCN(CC(=O)N(c2ccccc2)c2ccccc2)CC1)c1ccc([N+](=O)[O-])cc1
→ u	1%	-15%	i	13%	12%	-19	-2%	-16%
51) CCCc1cc(=O)n2[nH]c(NCc3c(Cl)cccc3Cl)nc2n1
→ -4%	0%	-5%	i	-5%	23%	7	-3%	-1%

IL1B secr inh, hit marks shown above.
| item | Compound | SW480 rerep | IL1B secr inh |
| --- | --- | --- | --- |
| 23 | CC(Sc1nnc2c(n1)[nH]c1ccccc12)C(=O)N(C)C1CCCCC1 (centres undefined) | 9% | -56* |
| 29 | COCCNC(=O)c1c(N)n(-c2cccc(C)c2)c2nc3ccccc3nc12 | 13µM* | -53* |
